Source: PubChem BioAssay (Sanford-Burnham Center for Chemical Genomics)
Mdm2-MdmX inh: disrupts the human Mdm2-MdmX interaction. O15151+Q00987. SaOS-2 split-luciferase Mdm2/MdmX complementation, luminescence. inhibition, % at 8 µM. 330,000 tested, 3% active;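 active = inhibition of at least 50% at 8 µM in the primary screen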
Target sequence (O15151 whole entry, looked up): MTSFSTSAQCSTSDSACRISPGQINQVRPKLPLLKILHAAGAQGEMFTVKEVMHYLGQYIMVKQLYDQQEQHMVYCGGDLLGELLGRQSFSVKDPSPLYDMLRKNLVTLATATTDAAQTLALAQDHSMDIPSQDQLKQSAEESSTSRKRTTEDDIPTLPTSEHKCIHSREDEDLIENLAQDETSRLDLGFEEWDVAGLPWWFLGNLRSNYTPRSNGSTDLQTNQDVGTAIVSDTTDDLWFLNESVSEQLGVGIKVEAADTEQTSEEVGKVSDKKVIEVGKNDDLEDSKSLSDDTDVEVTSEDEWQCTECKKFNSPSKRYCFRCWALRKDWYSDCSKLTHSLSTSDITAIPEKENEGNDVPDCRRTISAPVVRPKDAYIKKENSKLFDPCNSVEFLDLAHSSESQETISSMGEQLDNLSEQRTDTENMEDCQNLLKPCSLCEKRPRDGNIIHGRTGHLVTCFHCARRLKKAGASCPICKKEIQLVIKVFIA
Target sequence (Q00987 whole entry, looked up): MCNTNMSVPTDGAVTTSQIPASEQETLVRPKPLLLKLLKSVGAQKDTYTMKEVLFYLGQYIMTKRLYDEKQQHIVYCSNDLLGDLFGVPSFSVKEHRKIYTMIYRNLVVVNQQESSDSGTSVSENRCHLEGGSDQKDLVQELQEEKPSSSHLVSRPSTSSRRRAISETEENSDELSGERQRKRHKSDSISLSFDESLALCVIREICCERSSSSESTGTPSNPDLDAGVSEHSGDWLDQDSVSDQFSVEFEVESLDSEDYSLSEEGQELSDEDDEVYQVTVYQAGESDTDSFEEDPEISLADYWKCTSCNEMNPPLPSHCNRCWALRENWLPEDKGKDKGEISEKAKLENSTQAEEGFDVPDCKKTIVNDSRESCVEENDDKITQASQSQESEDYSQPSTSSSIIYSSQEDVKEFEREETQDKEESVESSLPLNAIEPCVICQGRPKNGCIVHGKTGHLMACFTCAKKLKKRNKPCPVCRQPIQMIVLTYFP
UPR XBP1 act: activators of adaptive arm of unfolded protein response (XBP1). 330,000 tested, 0.33% active. AID 463104. activation, % at 20 µM. CHO-XBP1 luciferase reporter, IRE1-XBP1 UPR activation, luminescence; percent of tunicamycin response, DMSO as zero;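 active = versus positive control, 20 µM dose yields 30% or more activation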;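 also: 100% = tunicamycin at 10 µg/mL and 0% = DMSO only wells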
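Assay system: IRE1-XBP1 luciferase reporter CHO line. Input: 1000 cells/well. Buffer or medium: F12 with 10% serum. Doses: 20 µM, 1% DMSO. Times: overnight seeding at 37 °C, 6 h compound treatment at 37 °C. Technique: Steady-Glo luciferase glow luminescence, 10 min after reagent addition.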
tim10-1 inh: inhibits growth of tim10-1 mutant yeast; S. cerevisiae tim10-1 ts strain growth, BacTiter-Glo, 24 h; inhibition, % at 20 µM; 330,000 tested, 2.2% active;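 active = inhibition of at least 40%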;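 also: mutant grown at 25 °C; 0% = DMSO wells with yeast and 100% = wells holding no yeast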
APJ antag: antagonists of human APJ apelin receptor | inhibition, % at 20 µM | CHO-K1 APJ beta-arrestin complementation, luminescence | P35414 | AID 2521 | 330,000 tested, 0.32% active;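 active = inhibition above about 40% at 20 µM, limit read from the data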;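 also: cells challenged with 10 nM apelin-13 agonist together with compound; plate controls were apelin-13 plus DMSO wells for no effect and DMSO wells lacking apelin-13 for full effect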
CXCR6 block: blocks human CXCR6 beta-arrestin recruitment; AID 602244; 360,000 tested, 0.36% active; CHO-K1 PathHunter CXCR6 beta-arrestin, luminescence; inhibition, % at 20 µM; O00574; in the data active = inhibition above about 34%, passing the limit was not always enough;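 also: antagonist mode with CXCL16 agonist at 10 nM final; 0% = 10 nM CXCL16 with DMSO and 100% = unstimulated wells without agonist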
APJ agonist: APJ receptor agonism; P35414; CHO-K1 APJ PathHunter beta-arrestin, luminescence; 0% DMSO wells, 100% apelin; activation, % at 20 µM; 330,000 tested, 0.11% active;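 active = activation more than six SD over the plate average, tested at 20 µM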;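 also: 0% = DMSO alone and 100% = apelin-13 at 10 nM; some results filed as inactive read as strong as hits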
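Incubation: overnight seeding, 90 min compound at 25 °C, 1 h detection; test system: PathHunter CHO-K1 APJ (AGTRL-1) beta-arrestin reporter cells; amount: 1000 cells/well; doses: one dose, 20 µM compound, 1% DMSO; measured by: beta-gal luminescence; measure: agonist-driven arrestin binding to APJ; benchmarks: negative DMSO alone, positive Apelin-13 at 10 nM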
tim23-1 inh: growth inhibitors of tim23-1 mutant yeast; S. cerevisiae tim23-1 growth, BacTiter-Glo luminescence, 24 h; inhibition, % at 20 µM; 330,000 tested, 1.3% active;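 active = growth inhibition of the mutant yeast at or above 50%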;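 also: temperature-sensitive mutant grown at 25 °C; plate controls were DMSO-treated mutant yeast for no effect and medium wells lacking yeast for full effect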
UPR CHOP act: activators of apoptotic arm of unfolded protein response (CHOP). activation, % at 10 µM. 330,000 tested, 0.34% active. CHO-CHOP luciferase reporter, UPR activation, luminescence; percent of tunicamycin response over DMSO baseline;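 active = at 10 µM dose, activation of 40% or more, normalized to positive control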;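 also: 100% = tunicamycin at 10 µg/mL and 0% = DMSO alone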
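System: CHO-CHOP luciferase reporter cell line | Buffer or medium: F12 medium containing 10% fetal bovine serum | Doses: One dose, 10 µM in 0.5% DMSO | Times: 6 h compound exposure at 37 °C after overnight seeding | Signal: Luciferase luminescence | Read-out: % activation vs tunicamycin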
TIM10 inh: growth inhibitors of TIM10 yeast strain | S. cerevisiae TIM10 strain growth, BacTiter-Glo luminescence, 24 h | inhibition, % at 10 µM | 330,000 tested, 1.4% active | AID 463195;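 active = inhibition of 40% or more at the single tested concentration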;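 also: wild-type TIM10 isogenic control strain grown at permissive 25 °C; 0% = DMSO yeast wells and 100% = minimal medium wells without yeast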
Active calls of the source: *. Only part of the results is shown; the hit share may differ from the screen's.

Results follow in this order: Mdm2-MdmX inh, UPR XBP1 act, tim10-1 inh, APJ antag, CXCR6 block, APJ agonist, tim23-1 inh, UPR CHOP act, TIM10 inh
> C=Cc1cccc(NC(=O)c2ccc(NC(=O)c3ccco3)cc2)c1
    5, 0, -19, -23, -11, 2, 51*, 1.7, -10
> O=C(NCCC1CCCCN1S(=O)(=O)c1ccccc1)C(=O)NC1CC1 (stereo not drawn)
    -8, 0, 10, -3, -2, -1, 8, 0.5, 4
> Cc1cc(C(=O)N/N=C/c2ccco2)c2ccccc2n1
    12, 0, -9, 2, -6, -3, -1, 1.9, 7
> O=S(=O)(N/N=C/c1ccc(F)cc1)c1ccccc1
    15, -5, 21, -5, -8, -3, 8, -2.2, -11
> CC(C)C(CO)NC(=O)CC(=O)NC(CO)C(C)C (stereo not drawn)
    11, -2, 0, 6, -4, 0, 3, -0.7, -3
> Cc1cc2nc(CO)[nH]c2cc1C
    -9, 3, -4, 14, 4, -4, -6, 1.0, 2
> Nc1ccccc1-c1nnc(-c2ccccc2N)n1N
    13, 2, 8, -2, -5, -3, 2, 0.9, 3
> CCOC(CNC(=O)c1cccn2c(=O)c3c(C)c(C)sc3nc12)OCC
    10, -4, 36, 6, 6, -3, 21, 0.1, -4
> COc1ccccc1N1CCN(c2nccc(C)n2)CC1
    21, -5, 12, 14, -2, -4, 26, 0.8, -4
> Cc1ccc(S(=O)(=O)N2CC(O)C[C@H]2C(=O)OCC(=O)Nc2ccc(N3CCOCC3)cc2)cc1C (stereo partly drawn)
    31, 0, -10, 15, -2, -3, 4, 1.5, -8
> Cc1cc(NC(=O)CSCC(=O)Nc2nc3c(C)cccc3s2)no1
    4, -1, -10, -5, -6, 5, -2, 2.6, 4
> CC(=O)c1sc(NC(=O)c2cccc(C)c2)nc1C
    -115, 2, 14, 4, -5, -3, 25, 6.7, 23
> C=CCOn1c(-n2nc(C)cc2C)nc2ccccc2c1=O
    12, -4, 9, 0, 5, -2, 5, -2.0, -6
> COC(=O)CNC(=O)C1CCCN1C(=O)CNC(=O)OCc1ccccc1 (stereo not drawn)
    7, -1, 11, 7, 0, 1, 1, 2.6, 4
> CN(CC(=O)Nc1ccc(C#N)cc1)Cc1ccc(Cl)cc1Cl
    4, -3, 21, 1, 0, -3, 39, -1.9, 2
> CC(C)n1c(=S)[nH]c2ccccc2c1=O
    13, 5, 26, 9, -2, 2, 9, -2.3, -74
> Cc1cccc(-n2nc3c(c2NC(=O)C2CC2)CS(=O)(=O)C3)c1C
    15, -3, -20, -4, 0, -3, -9, -2.2, 1
> Cc1ccc(S(=O)(=O)Nc2cccc(-c3ccc4nnc(C)n4n3)c2)s1
    65*, 2, 8, -2, 2, 0, -14, -1.7, -21
> COc1ccc(CC(NC(C)=O)C(=O)NC2CCN(c3nc(C)cc(C)c3C#N)CC2)c(OC)c1 (stereo not drawn)
    8, -1, 10, 5, 1, 3, -4, 0.5, 15
> Cc1cccc(NC(=O)c2cccc(OC(=S)N3CCOCC3)c2)c1C
    -26, -3, 0, 0, -3, -1, 5, 3.4, 3
> Cc1ccc(S(=O)(=O)N2CCOCC2)cc1NC(=O)COc1ccccc1Cc1ccccc1
    -11, -3, 18, -4, 2, 2, 23, -0.4, 6
> Cc1ccc(Cn2c(=O)c3ccccc3n3c(SCC(=O)N4CCCCC4C)nnc23)cc1 (stereo not drawn)
    16, -1, 19, -2, 14, -5, 36, -0.2, 21
> COc1ccc(C(=O)Nc2c(Cl)cc(Cl)cc2C(=O)NCCN2CCOCC2)cc1
    -24, -1, 12, 31, 1, 1, 11, -0.4, 5
> CCCSC1=N/C(=C\c2ccc3c(c2)OCO3)C(=O)S1
    -1, 3, 21, 12, 0, -1, 16, -0.8, 8
> COc1ccc(CN(Cc2cccn2C)S(=O)(=O)c2ccc(F)cc2)cc1
    23, -3, 26, 24, -16, 0, 18, -2.0, 3
> O=C(Nn1cnnc1)C1CCCN1S(=O)(=O)c1ccc(F)cc1 (stereo not drawn)
    -18, 0, 15, 12, -7, -1, 5, -1.0, 9
> CCOc1ccccc1/C=C(/NC(=O)c1ccccc1)C(=O)N(CC)CC
    5, 1, 13, 12, 4, -4, 13, 0.8, 5
> Cc1ccc(S(=O)(=O)N(C)C)cc1NC(=S)N(C)C1CCN(C)CC1
    17, -2, 15, -7, -4, -3, 13, 0.5, -8
> O=C(NCc1n[nH]c(=S)n1-c1cccc(Cl)c1)c1ccc(S(=O)(=O)N2CCCCC2)cc1
    -3, 2, 12, -5, -5, 0, 9, 0.4, -4
> CCOc1ccc(NC(=O)C2CCCN2C(=O)Oc2ccccc2)cc1 (stereo not drawn)
    5, 1, -7, 23, -5, -3, 4, 2.4, 13
> COc1ccc(CC(=O)Nc2c(C(=O)N3CCN(c4ncccn4)CC3)oc3ccccc23)cc1OC
    -15, -5, 20, 5, 2, 2, 17, -0.9, 15
> CCC(CC)c1nnc(NC(=O)CCNC(=O)c2ccccc2Cl)s1
    18, 1, 10, -13, -1, -1, 13, -0.2, 8
> Cc1cc(C(F)(F)F)n(-c2ccc(N)cc2)n1
    -6, 0, 17, 4, -2, -1, 3, 0.9, -18
> Cn1ncc(Cl)c1C(=O)N1CCN(S(=O)(=O)c2ccc(F)cc2)CC1
    25, 1, -3, 12, 1, -2, -4, -1.5, 11
> NC(=O)c1ccccc1NC(=O)CCCN1C(=O)CCC1=O
    12, -3, -4, -1, -4, -1, 11, -0.7, -17
> O=C(CCC(=O)N1CCN(S(=O)(=O)c2ccc(Cl)cc2)CC1)Nc1ccc2ccccc2c1
    19, -2, 28, -7, -10, -1, 26, -0.1, 31
> COc1ccc(NC(=O)Nc2ccon2)c(OC)c1
    22, 3, 7, 11, -5, -4, 3, -0.6, 4
> Cc1ccc(NC(=O)c2ccc(Cl)c(S(=O)(=O)N3CCCCCC3)c2)nc1
    13, -3, 24, 9, -15, -6, 18, 2.3, -8
> CC1=NN(C(=O)c2ccccc2Br)C(O)(c2cccnc2)C1 (stereo not drawn)
    -16, -2, 17, 2, -1, 4, 26, -0.6, 0
> Cc1c(C)n(C)c2ccc(C(=O)NCc3cccs3)cc12
    -22, 1, 28, -4, -5, 6, 39, 2.6, 12
> Cn1c(=O)n(CC(N)=O)c2ccccc21
    15, -6, 7, 5, -5, -2, 4, -0.7, 2
> CC(=O)c1cccc(NC(=O)CSc2nnnn2C2CCCC2)c1
    4, -4, 3, 3, -1, 0, -3, 2.5, 5
> COC(=O)c1cc2c(cc1Cl)N1CCCCCC1=NS2(=O)=O
    19, -1, 9, 0, -4, -3, -6, 2.9, 7
> CCC(Oc1ccc(C)c(C)c1)C(=O)N1CCCN(C)CC1 (stereo not drawn)
    22, -5, -10, 12, -12, 0, -1, 0.3, 0
> CNC(=O)N/N=C(\N)c1ccccn1
    39, 5, 8, 16, -3, -1, -5, 5.4, 9
> CCN(CC)S(=O)(=O)c1cccc(NC(=O)COC(=O)CCc2nc3ccccc3s2)c1
    -21, 1, 23, -13, 1, -6, 17, -0.2, 16
> CC(=O)Nc1cccc(NC(=O)CSc2nc(=O)n(CCN3CCOCC3)c3c2CCC3)c1
    19, -1, -6, -6, 8, -5, 1, 0.2, 7
> Cc1cccc(-n2ccnc2SCC(=O)Nc2cccc(S(=O)(=O)NC3=NCCC3)c2)c1C
    -11, 1, 3, 10, 8, 6, 12, 0.3, 7
> Cc1cc(S(=O)(=O)NC2CCCCC2)c(C)s1
    -10, 1, 36, 19, 0, -1, 16, -0.8, 24
> CCc1ccccc1Nc1nc2ccccc2[nH]1
    7, -3, 1, 8, -5, 14, 10, 1.4, 10
> Cc1nnc(SCc2cccc3ccccc23)s1
    -30, 3, 14, -2, 2, 0, 3, 5.2, 7
> COC(=O)[C@H](Cc1ccccc1)NC(=O)NCCc1ccc(S(N)(=O)=O)cc1
    -5, 2, 2, -12, -4, 0, 7, 1.5, -19
> CCOc1ccc(CCNS(=O)(=O)c2c(C)nc3scc(C)n3c2=O)cc1OCC
    -30, 3, 23, 4, 3, 0, 14, 4.0, 1
> O=C(Nc1nnc(SCC(=O)N2CCCCC2)s1)c1cccs1
    3, 0, 17, -5, 3, 0, 20, 2.6, 7
> COc1ccccc1CNCc1cc(OC)c(OC)c(OC)c1
    -5, -1, 4, 6, 1, -3, -15, 0.2, 11
> C/C(=N\NC(=O)c1ccco1)c1ccc(NC(=O)c2ccccc2)cc1
    -4, -2, 16, -25, 4, -4, 16, 0.7, 15
> O=C(Nc1ccc(O)c2c(=O)cc(-c3ccccc3Cl)oc12)c1ccc(Cl)c(Cl)c1
    66*, 16, -21, 11, 1, 2, -2, 7.9, -9
> Cc1cccc(N(C)C(=O)c2coc(=O)c3ccccc23)c1
    5, 1, 2, 1, 8, -4, 2, -1.3, -9
> COc1ccc(/C=N/NC(=O)c2cccc(COCC(F)(F)C(F)F)c2)cc1
    -8, 2, 3, -18, 2, 2, 18, 5.0, 12
> CCOC(=O)c1c(NC(=O)Cc2cccs2)sc(C(=O)NC2CCCCC2)c1C
    66*, 55*, 28, -4, 2, 2, -16, 9.5, -22
> O=C(CSc1nc2c(cnn2-c2ccc(F)cc2)c(=O)[nH]1)N1CCCCC1
    8, -3, 12, -87, 3, -1, 1, -0.3, -5
> CCOC(=O)N1CCC(Nc2c(NCCCN(CC)c3cccc(C)c3)c(=O)c2=O)CC1
    32, -3, 17, 4, 9, -4, 12, 1.2, -5
